From PubChem
CHRM1 PAM = human M1 muscarinic receptor positive allosteric modulators, primary screen, CHO-K1 cells, Fluo-8 calcium fluorescence, 1536-well | Muscarinic acetylcholine receptor M1 (Homo sapiens), P11229 | CHO-K1 hM1, ACh EC20; 0% = ACh EC20, 100% = maximal ACh | activation, % at 3 µM | 360,000 tested, 0.088% active; in the data active = activation above about 19%, passing the limit was not always enough
Target sequence (P11229 whole entry, looked up): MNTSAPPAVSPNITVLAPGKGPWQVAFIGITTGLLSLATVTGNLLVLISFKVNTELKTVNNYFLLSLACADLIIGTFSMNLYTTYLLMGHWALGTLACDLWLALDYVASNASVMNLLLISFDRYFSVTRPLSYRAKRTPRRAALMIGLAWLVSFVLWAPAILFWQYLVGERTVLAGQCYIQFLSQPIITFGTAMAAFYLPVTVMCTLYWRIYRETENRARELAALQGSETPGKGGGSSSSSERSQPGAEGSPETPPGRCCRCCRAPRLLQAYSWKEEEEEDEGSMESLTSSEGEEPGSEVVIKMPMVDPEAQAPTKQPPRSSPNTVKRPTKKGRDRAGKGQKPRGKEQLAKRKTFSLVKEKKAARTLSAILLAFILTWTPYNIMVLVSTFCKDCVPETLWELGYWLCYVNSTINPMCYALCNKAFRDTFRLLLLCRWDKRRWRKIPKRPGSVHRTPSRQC
TAAR1 ag = human TAAR1 agonists, primary screen, Fluo-8 calcium fluorescence, CHO RD-HGA16 cells | Trace amine-associated receptor 1 (Homo sapiens), Q96RJ0 | vehicle wells 0%, saturating PEA agonist 100% | activation, % at 3 µM | 360,000 tested, 0.99% active;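 active = activation above the mean activation of all test compounds in the run plus 3 SD, cut at about 38% in these data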
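Assay system: CHO-derived RD-HGA16 cells with stable Gα16 and human TAAR1; timing: 17-24 h seeding, 75 min 37 °C dye, 30 min RT; read-out: % activation from peak over basal fluorescence ratio, DMSO-to-PEA scaled; measured by: kinetic Fluo-8 calcium fluorescence; benchmarks: low control DMSO, high control PEA (EC100); doses: 3 µM single concentration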
TAAR1 antag = human TAAR1 antagonists, primary screen, Fluo-8 calcium fluorescence, CHO RD-HGA16 cells; antagonist; inhibition, % at 3 µM; 360,000 tested, 1.5% active;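 active = inhibition above a per-plate cutoff, the mean inhibition of test compounds on that plate plus 3 SD, cut at about 49% in these data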;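 note: 0% = DMSO plus EC80 beta-PEA response and 100% = DMSO alone without agonist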
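test system = CHO RD-HGA16 cells bearing hTAAR1 | replication = singlicate | controls = DMSO-only wells and EC80 β-PEA-stimulated wells | reagent = EC80 β-phenethylamine stimulus | read-out basis = percent inhibition of PEA-evoked calcium signal, max/basal emission ratio | schedule = seeding 17-24 h prior, 75-min 37 °C, 30-min RT dye loading | signal = kinetic Fluo-8 calcium fluorescence measurement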
V1R ag counter = agonists of human V1a receptor, primary screen, counter-screen for OXTR agonist project, fluorescence, CHO-V1R cells. activation, % at 3 µM. Fluo-8 calcium fluorescence, agonist mode; 0% DMSO, 100% 3 nM vasopressin. AID 2797, 2010. 320,000 tested, 0.25% active;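 active = activation above the mean activation of all tested compounds plus 3 SD, per screening run, cut at about 20% in these data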;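 note: signal is peak over basal fluorescence ratio across a 100 second FLIPR read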
Target sequence (P37288 whole entry, looked up): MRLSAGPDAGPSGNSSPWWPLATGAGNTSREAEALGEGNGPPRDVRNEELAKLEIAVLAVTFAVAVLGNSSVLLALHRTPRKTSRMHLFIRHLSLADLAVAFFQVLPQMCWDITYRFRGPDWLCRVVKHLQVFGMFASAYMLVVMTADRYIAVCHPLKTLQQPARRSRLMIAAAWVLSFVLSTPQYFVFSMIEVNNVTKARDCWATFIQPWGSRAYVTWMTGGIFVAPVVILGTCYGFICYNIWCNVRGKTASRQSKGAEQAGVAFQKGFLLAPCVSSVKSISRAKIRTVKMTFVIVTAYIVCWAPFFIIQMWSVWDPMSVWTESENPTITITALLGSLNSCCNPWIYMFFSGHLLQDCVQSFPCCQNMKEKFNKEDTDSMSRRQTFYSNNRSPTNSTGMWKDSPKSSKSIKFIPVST
M1 ag = human M1 muscarinic receptor agonists, primary screen, Fluo-8 calcium fluorescence, CHO-K1 cells, HTS. CHO-K1 hM1, agonist mode; 0% DMSO, 100% acetylcholine EC100. activation, % at 3 µM. 360,000 tested, 0.33% active. AID 588814, 2011;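 active = activation above the run's mean compound activation plus 3 SD, cut at about 16% in these data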;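 note: peak over basal fluorescence ratio within a 140 s kinetic read after compound addition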
CHO parental Ca = ATP-evoked calcium signal inhibitors, parental CHO, primary screen, counter-screen for OX1R antagonist project, cell-based, fluorescence, Fluo-8 calcium dye. inhibition, % at 5.6 µM. parental CHO-K1, ATP-induced calcium, Fluo-8 fluorescence. 330,000 tested, 0.63% active;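 active = inhibition above that plate's mean sample inhibition plus 3 SD, cut at about 26% in these data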;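 note: 0% = ATP-challenged DMSO wells and 100% = DMSO wells without ATP; some compounds past the cut are filed as inactive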
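Assay system – parental CHO cells · Reagent – ATP stimulus · Detection – intracellular calcium via Fluo-8 no-wash fluorescent dye · Evaluation – percent inhibition of ATP-evoked calcium rise, normalized to controls · Controls – ATP wells versus no-ATP DMSO wells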
CHRM1 antagonist = human M1 muscarinic receptor antagonists, primary screen, CHO-K1 cells, Fluo-8 calcium fluorescence, 1536-well. Muscarinic acetylcholine receptor M1 (Homo sapiens), P11229. CHO-K1 hM1, ACh EC80 antagonist. inhibition, % at 3 µM. 360,000 tested, 1.3% active. AID 588852, 2011;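 active = percent inhibition above its own plate's cutoff, namely the mean of that plate's compound wells plus 3 SD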;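 note: peak over basal fluorescence ratio during 140 s after agonist addition; 0% = ACh EC80 plus DMSO and 100% = DMSO alone without agonist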
OXTR potentiate = human OXTR potentiators, primary screen, fluorescence, CHO-OTR cells, Fluo-8 calcium; Oxytocin receptor (Homo sapiens), P30559; Fluo-8 calcium fluorescence, potentiator mode; 0% = oxytocin EC15, 100% = EC100; activation, % at 3 µM; 320,000 tested, 0.061% active; AID 2445, 2010;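 active = activation above that plate's cutoff, the mean activation of tested compounds plus 3 SD, cut at about 6.6% in these data, passing the limit was not always enough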;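 note: 100% uses oxytocin at 75 nM as the full agonist control; some results filed as inactive read as strong as hits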
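Assay system: CHO cell line stably expressing human OTR | Also added: Oxytocin at about EC15, sub-maximal agonist stimulus | Times: Compound 6 min at room temperature before oxytocin, 100 s read | Measured by: Fluo-8 intracellular calcium fluorescence, ex 470-495, em 515-575 nm | Controls: EC15 oxytocin alone as 0%, 75 nM oxytocin as 100%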
OXTR ag = human OXTR agonists, primary screen, fluorescence, CHO-OTR cells, Fluo-8 calcium | Oxytocin receptor (Homo sapiens), P30559 | Fluo-8 calcium fluorescence; normalized: DMSO 0%, oxytocin 100% | activation, % at 3 µM | 320,000 tested, 0.32% active;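 active = activation above the mean of all tested compounds plus 3 SD, cutoff set per screening run, cut at about 20% in these data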;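 note: peak over basal fluorescence ratio from a 100 s FLIPR kinetic read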
An asterisk follows results filed as active; · = not tested or not shown.

Below each compound: CHRM1 PAM	TAAR1 ag	TAAR1 antag	V1R ag counter	M1 ag	CHO parental Ca	CHRM1 antagonist	OXTR potentiate	OXTR ag
> CCCCCc1cc(O)c2c(C)cc(=O)oc2c1
  -9	23	-14	4.1	-2	23	8	-8	2.6
> CC(C)Sc1nc2c(c(=O)[nH]c(=O)n2C)n1Cc1ccc(Cl)cc1
  -4	13	10	-0.9	-2	-27	-11	6	-1.0
> CCN(CC)CCN(C(=O)CCS(=O)(=O)c1ccccc1)c1nc2cc(OC)c(OC)cc2s1
  -4	1	-1	-0.5	-7	-11	-14	-2	0.7
> CSc1cc(-c2ccccc2)n(Cc2c(Cl)cccc2Cl)c(=O)c1C#N
  1	7	29	1.9	-2	-7	2	-2	0.9
> COc1ccccc1N1CCN(C2=Nc3cccc4cccc2c34)CC1
  -36	9	18	1.3	-15	-40	89*	-18	1.0
> COc1ccccc1NC(=O)c1ccc(S(=O)(=O)NCc2ccco2)cc1
  6	7	4	2.5	-2	-7	-1	-7	0.5
> COc1ccccc1OCCNS(=O)(=O)c1ccc2oc3ccccc3c2c1
  -6	5	-4	4.1	-3	-16	9	-6	4.3
> O=C1C=CC2=C3c4cc(O)c(O)cc4CC3(O)COC2=C1O (stereo not given)
  7	1	-7	·	0	·	-7	·	·
> O=S(=O)(NCC1CC1)c1cccc(S(=O)(=O)N2CCCC2)c1
  1	3	4	1.0	0	-4	-2	-11	-0.1
> CC(C)C(NC(=O)C1CCCCC1)C(=O)Nc1ccc2c(c1)OCCO2 (stereo not given)
  1	-1	7	-0.1	-3	-11	4	0	0.5
> O=C(C[C@H]1C(=O)N(Cc2ccccc2)C[C@@H]1Cc1ccccc1)Nc1ccc(Br)cc1
  2	4	7	·	-5	·	-16	·	·
> OCC[C@@H]1C[C@@H](O)[C@H](O)[C@]2(CCc3ccccc3CO2)O1
  6	2	-3	-0.1	-3	-6	-1	2	0.3
> CC(C)c1ccc(/C=N/n2c(-c3ccccc3)n[nH]c2=S)cc1
  2	-3	-18	0.2	-4	17	-16	-19	-2.0
> C[C@@H]1CN([C@H](C)CO)S(=O)(=O)c2ccc(Br)cc2O[C@@H]1CN(C)C(=O)Nc1ccc(C(F)(F)F)cc1
  0	8	12	·	-4	·	2	·	·
> CCOC(=O)c1ccc(NS(=O)(=O)c2cccc3nsnc23)cc1
  2	2	-15	1.4	-8	-23	-24	-5	0.1
> Cc1nnc(NC(=O)CSc2nnc(CNC(=O)c3ccccc3F)n2C(C)C)s1
  10	1	5	·	-3	·	-9	·	·
> CCN(c1ccccc1)S(=O)(=O)c1ccc(C(=O)NCC(c2cccs2)N(C)C)cc1 (stereo not given)
  -24	11	0	5.9	-5	-13	36*	-16	5.4
> O=C(O)COc1ccc2c(c1)OCCO2
  3	0	-1	0.4	-1	2	7	-6	0.4
> CC(O)(c1cccnc1)c1nc(-c2ccc(F)c(Cl)c2)cs1 (stereo not given)
  -16	0	19	·	2	·	24	·	·
> O=Cc1cccn1-c1ccccc1
  9	0	-2	0.9	-2	-6	-17	3	0.1
> Cc1ccc(OCCn2nc3ccccc3n2)c(C)c1
  2	6	-7	-0.3	0	-9	-3	3	-1.1
> COc1ccc(CCNC(=O)CCS(=O)(=O)c2ccc3nc(C)sc3c2)cc1OC
  7	0	-26	0.0	-3	-7	-9	1	-1.3
> CCOC(=O)c1cccc(NC(=O)CCn2nc(C)c(S(=O)(=O)N3CCCCC3)c2C)c1
  -2	0	2	1.3	-2	-15	0	0	-0.3
> CCN(CC)S(=O)(=O)c1cccc(-c2nnc(SCC(N)=O)n2N)c1
  3	3	-27	-0.1	1	14	-1	2	0.5
> CC(C)(C)NS(=O)(=O)c1ccc(NC(=O)NC2CCCCC2)cc1
  6	21	12	1.2	1	-4	-8	0	4.9
> CCCCn1c(SCc2nc(N)nc(Nc3ccccc3C)n2)nc2ccccc2c1=O
  -3	8	28	0.1	-3	-19	11	-19	-1.7
> CCc1nnc(NC(=O)CN2CC(C)OC(C)C2)s1 (stereo not given)
  15	5	-9	0.5	-3	-1	-21	-2	0.4
> O=C(CN1CCN(C(=O)C2COc3ccccc3O2)CC1)Nc1ccc(F)cc1 (stereo not given)
  10	6	-12	0.1	-1	0	-13	-1	0.3
> CN1CCN(C(=O)c2cc(-c3ccccc3)on2)CC1
  3	-2	-11	1.1	-5	-3	-1	-7	1.9
> COc1ccc(CNC(=O)C(C)N(Cc2ccccc2OC)C(=O)c2snc(C(N)=O)c2N)cc1 (stereo not given)
  -11	15	51*	1.2	-1	-14	13	-10	4.9
> CNc1nc(OCCNC(=O)Nc2ccccc2)nc(N2CCOCC2)n1
  -2	11	0	0.2	-1	-15	4	-5	0.7
> Cn1c(C(=O)NCCN2CCOCC2)cc2c(=O)n3ccccc3nc21
  4	3	-25	0.1	-4	-5	21	-4	-0.5
> COc1ccc(OCC(=O)N/N=C(\C)c2cc3ccccc3o2)cc1
  0	0	-12	-0.6	-9	-5	2	-8	-2.1
> Cn1ncc2c(Nc3ccc(O)cc3)nc(Cl)nc21
  2	7	-13	0.7	-2	-6	-4	-13	0.3
> CCc1ccccc1-n1c(SCC(=O)c2c(N)n(C3CC3)c(=O)[nH]c2=O)nnc1N1CCOCC1
  -2	7	-5	0.7	-4	-1	-4	3	1.3
> CCOc1ccc(S(=O)(=O)N2CCCCC2)cc1NC(=O)CN1C(=O)NC(C)(C2CC2)C1=O (stereo not given)
  8	1	-17	0.1	-3	-19	-15	0	1.1
> Cc1cccc(C)c1OCC(O)Cn1nnc2ccccc21 (stereo not given)
  7	4	15	0.1	-1	-22	-31	-15	-0.9
> CC[C@H](C)[C@@H](C(=O)NCCCCCCCCCCC(=O)N1CCN(C(=O)OC(C)(C)C)CC1)n1cc(CCCCCNC(=O)OC(C)(C)C)nn1
  -13	18	60*	5.5	-4	43*	18	-15	3.8
> CCCc1nc2cc3c(cc2[nH]1)n(C)c(=O)n3C
  6	2	-10	-0.5	-6	-5	-3	-11	-0.2
> CC(NC(=O)Cn1cc(C(F)(F)F)ccc1=O)c1ccc(F)cc1 (stereo not given)
  12	2	-23	1.0	0	-10	-13	-8	1.1
> Cn1cc(/C=C(\NC(=O)c2ccccc2)C(=O)NCCCN2CCOCC2)c2ccccc21
  1	0	-1	1.0	-2	-5	4	-2	0.4
> NNC(=O)c1ccc(COc2ccc3ccccc3c2)o1
  0	8	6	4.5	-1	-15	-5	-12	4.8
> COc1cc(C(=O)N(Cc2ccccc2)c2cccc(C)c2)ccc1OCC(=O)N1CCOCC1
  9	4	-15	·	-7	·	-17	·	·
> CCOC(=O)c1c(C)n(C)c2c(C)cc(O)c(OC(=O)CC)c12
  3	-2	-5	-0.2	-6	-22	-12	-11	-1.2
> CCCCn1c(=N)c(S(=O)(=O)c2ccc(Br)cc2)cc2c(=O)n3cccc(C)c3nc21
  0	2	-7	1.0	-2	-5	4	-2	0.8
> Cc1ccc(N2CC(C(=O)OCC(=O)c3ccc(F)cc3)CC2=O)cc1 (stereo not given)
  5	-1	-5	2.2	-5	-8	-7	-3	-1.3
> C=C(C)CSc1nnc(-c2ccc(OC)c(OC)c2)n1N
  13	2	-2	0.0	-1	-15	-15	-4	1.0
> CCOC(=O)C1=C(N)Oc2cc(O)ccc2C1c1cccc([N+](=O)[O-])c1 (stereo not given)
  -11	0	4	0.5	-2	-9	-3	-2	-0.6
> CCN(CC)CCSc1nnc2c3cc(C)ccc3n(Cc3ccccc3)c2n1
  -16	-1	2	1.5	-9	-17	28	-6	0.5
> CC(=O)N(C)c1ccc(NC(=O)C(F)(F)F)cc1
  5	9	-8	9.3	-5	-7	-5	-7	-0.2

Gathered by group, the compounds so far containing a furan ring, fused or not
Below each compound: CHRM1 PAM	TAAR1 ag	TAAR1 antag	V1R ag counter	M1 ag	CHO parental Ca	CHRM1 antagonist	OXTR potentiate	OXTR ag
> COc1ccccc1NC(=O)c1ccc(S(=O)(=O)NCc2ccco2)cc1
  6	7	4	2.5	-2	-7	-1	-7	0.5
> COc1ccccc1OCCNS(=O)(=O)c1ccc2oc3ccccc3c2c1
  -6	5	-4	4.1	-3	-16	9	-6	4.3
> COc1ccc(OCC(=O)N/N=C(\C)c2cc3ccccc3o2)cc1
  0	0	-12	-0.6	-9	-5	2	-8	-2.1
> NNC(=O)c1ccc(COc2ccc3ccccc3c2)o1
  0	8	6	4.5	-1	-15	-5	-12	4.8
